FBW7 activator: FBW7 E3 ligase activators, primary screen, biochemical, AlphaScreen, human; AlphaScreen FBW7–phospho-cyclin E peptide binding, activator screen; normalized activity (activation), % at 26.1 µM; 650,000 tested, 0.13% active; in the data active = normalized activity above about 1.9%;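 also: purified mutant Fbw7 with reduced substrate affinity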
Target sequence (Q969H0 whole entry, looked up): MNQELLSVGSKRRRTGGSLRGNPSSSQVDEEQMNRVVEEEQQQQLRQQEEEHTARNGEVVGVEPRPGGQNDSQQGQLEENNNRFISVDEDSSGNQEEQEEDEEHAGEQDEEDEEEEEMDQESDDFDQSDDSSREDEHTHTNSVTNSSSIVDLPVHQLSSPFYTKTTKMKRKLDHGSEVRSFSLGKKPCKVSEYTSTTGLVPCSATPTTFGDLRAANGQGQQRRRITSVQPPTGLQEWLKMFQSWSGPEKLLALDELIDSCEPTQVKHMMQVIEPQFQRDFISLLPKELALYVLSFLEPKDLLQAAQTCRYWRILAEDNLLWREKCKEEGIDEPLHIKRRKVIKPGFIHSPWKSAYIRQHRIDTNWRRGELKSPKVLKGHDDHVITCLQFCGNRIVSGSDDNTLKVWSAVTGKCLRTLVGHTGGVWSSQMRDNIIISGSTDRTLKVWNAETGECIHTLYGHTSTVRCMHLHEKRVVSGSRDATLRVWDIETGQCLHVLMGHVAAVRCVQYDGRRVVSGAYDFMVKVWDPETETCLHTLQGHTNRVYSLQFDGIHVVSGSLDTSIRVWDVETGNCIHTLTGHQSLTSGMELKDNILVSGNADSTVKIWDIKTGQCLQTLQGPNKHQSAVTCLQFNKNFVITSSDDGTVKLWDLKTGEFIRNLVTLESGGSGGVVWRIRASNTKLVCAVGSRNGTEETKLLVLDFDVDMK
TEAD-YAP inh: TEAD-YAP interaction inhibition, primary screen, TEAD-YAP interaction inhibitor project, luminescence, HEK-TIYL cells. AID 1259422, 2018. TEAD-Gal4/YAP UAS-luciferase luminescence. inhibition, % at 9.12 µM. 640,000 tested, 1.4% active; in the data active = inhibition above about 32%;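 also: 0% = median of test compound wells and 100% = reference inhibitor wells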
GPR151 ag: activators of human GPR151, primary screen, cell-based, PathHunter beta-arrestin, luminescence; G-protein coupled receptor 151 (Homo sapiens), Q8TDV0; PathHunter beta-arrestin GPR151 cells; activation, % at 11.2 µM; 650,000 tested, 1% active; AID 1508602, 2020; in the data active = activation above about 4.9%;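 also: 0% = median of compound wells and 100% = cells with positive control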
Target sequence (Q8TDV0 whole entry, looked up): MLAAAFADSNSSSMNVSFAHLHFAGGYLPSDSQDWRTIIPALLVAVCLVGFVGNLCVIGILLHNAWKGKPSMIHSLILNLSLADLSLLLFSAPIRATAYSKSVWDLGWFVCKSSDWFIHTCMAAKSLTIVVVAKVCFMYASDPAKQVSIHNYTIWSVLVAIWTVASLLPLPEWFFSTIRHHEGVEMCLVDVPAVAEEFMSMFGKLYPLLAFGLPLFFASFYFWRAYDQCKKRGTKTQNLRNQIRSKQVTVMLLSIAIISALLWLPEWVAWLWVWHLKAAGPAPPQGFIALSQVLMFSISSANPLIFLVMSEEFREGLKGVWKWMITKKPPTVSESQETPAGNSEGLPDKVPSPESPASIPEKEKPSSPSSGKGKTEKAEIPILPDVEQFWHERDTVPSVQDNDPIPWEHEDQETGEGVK
MITF primary: MITF inhibitors, primary screen, biochemical, AlphaScreen, human | AlphaScreen MITF homodimerization, bead proximity signal | inhibition, % at 2.6 µM | 650,000 tested, 0.91% active; in the data active = inhibition above about 50%;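 also: 0% = vehicle wells with protein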
Starred values were filed as active, the others as inactive; · = not tested or not shown.

SMILES | FBW7 activator | TEAD-YAP inh | GPR151 ag | MITF primary
O=C1CCC(C(=O)NCc2nnc3n2CCN(Cc2ccc(-c4ccco4)cc2)CC3)N1 (stereo unspecified) | 0.3 | 4 | 0.2 | 2
COc1cc(NC(=O)c2nc3nc(C)cc(C)n3n2)cc(OC)c1OC | 0.0 | 1 | -1.0 | -7
CSCCC(NC(N)=O)C(=O)Nc1cccc(Br)c1 (stereo unspecified) | 0.2 | -3 | 0.6 | 6
O=[N+]([O-])c1ccccc1CN1CCN(Cc2ccncc2)CC1 | 0.0 | -3 | 0.3 | 65*
COc1ccc(C2=NN(CC(=O)NCCCN(C)c3ccccc3)C(=O)CC2)cc1 | 0.3 | 13 | 2.5 | 8
Cc1nnc(NC(=O)CN2CCC(O)(c3ccccc3F)CC2)s1 | -0.1 | -13 | 0.8 | -3
Cc1cc(CN(C)C(=O)CC2(c3ccccc3)CC(=O)N(CCc3ccccn3)C2=O)n[nH]1 (stereo unspecified) | 0.9 | -6 | 0.2 | 13
Cn1c(SCC(=O)Nc2ccc3nc(SCC(=O)N4CCOCC4)sc3c2)nnc1-c1ccccc1 | 0.0 | -7 | 1.1 | 15
COc1cc([N+](=O)[O-])ccc1CC#N | -0.2 | 9 | -0.7 | 9
CCn1c2ccccc2c2nnc(SCC(=O)NC(CC(C)C)C(=O)OC)nc21 (stereo unspecified) | -0.1 | -10 | -0.1 | -3
CSc1ccccc1NC(=O)CN(c1cc(Cl)ccc1C)S(C)(=O)=O | -0.1 | 3 | 4.3 | -9
O=C(COC(=O)c1cnccn1)c1ccc(Oc2ccc([N+](=O)[O-])cc2)cc1 | 0.1 | -15 | 0.6 | -11
CN1CCCN(Cc2ccc(F)cc2F)CC1 | -0.2 | -5 | -0.5 | 36
Cc1ccc(N2CCN(S(=O)(=O)c3cc(C(=O)Nc4cc(Cl)cc(Cl)c4)ccc3F)CC2C)cc1 (stereo unspecified) | -0.1 | 5 | 5.7* | 11
NC(=O)c1ccc(-c2nccc(NCc3cccc(C(F)(F)F)c3)n2)cc1 | 0.6 | 9 | -0.1 | 0
CCOC1=C(C(C)=O)C(c2cccc(Br)c2)C(C#N)=C(N)O1 (stereo unspecified) | 0.1 | -7 | 2.8 | 2
CCOC(=O)c1sc2nc(SCc3ccc(C(C)(C)C)cc3)n(CC3CCCO3)c(=O)c2c1C (stereo unspecified) | 0.6 | -9 | -0.6 | 4
Cn1cnnc1SCC(=O)NN1C(=O)NC(C)(c2ccccc2)C1=O (stereo unspecified) | 0.1 | 1 | -1.8 | 0
COc1ccc(-n2nc([N+](=O)[O-])c(=NCCCO)n2O)cc1 | -0.1 | -2 | -1.1 | 3
Cc1nc2nc(-c3ccco3)[nH]n2c(=O)c1C | -0.1 | 6 | 0.8 | 2
COc1cc(C=O)ccc1OCC(=O)Nc1ccc(C)c(Cl)c1 | 0.1 | -23 | -0.2 | 13
CC(C)NS(=O)(=O)c1ccc(NC(=O)COc2ccccc2)cc1 | 0.0 | -5 | 1.1 | -4
O=S(=O)(c1cccc2cccnc12)N1CC=C(c2ccccc2)CC1 | 0.1 | -1 | -0.4 | 2
CSc1nnc2c(n1)OC(c1c[nH]c3ccccc13)Nc1ccccc1-2 (stereo unspecified) | -0.1 | 7 | 0.8 | 5
O=c1c2ncccc2n(Cc2ccc(Cl)c(Cl)c2)c(=O)n1Cc1cccnc1 | 0.1 | -10 | 0.4 | 18

Molecules from the list above that contain a halogen, in the order listed:
SMILES | FBW7 activator | TEAD-YAP inh | GPR151 ag | MITF primary
CSCCC(NC(N)=O)C(=O)Nc1cccc(Br)c1 (stereo unspecified) | 0.2 | -3 | 0.6 | 6
Cc1nnc(NC(=O)CN2CCC(O)(c3ccccc3F)CC2)s1 | -0.1 | -13 | 0.8 | -3
CSc1ccccc1NC(=O)CN(c1cc(Cl)ccc1C)S(C)(=O)=O | -0.1 | 3 | 4.3 | -9
CN1CCCN(Cc2ccc(F)cc2F)CC1 | -0.2 | -5 | -0.5 | 36
Cc1ccc(N2CCN(S(=O)(=O)c3cc(C(=O)Nc4cc(Cl)cc(Cl)c4)ccc3F)CC2C)cc1 (stereo unspecified) | -0.1 | 5 | 5.7* | 11
NC(=O)c1ccc(-c2nccc(NCc3cccc(C(F)(F)F)c3)n2)cc1 | 0.6 | 9 | -0.1 | 0
CCOC1=C(C(C)=O)C(c2cccc(Br)c2)C(C#N)=C(N)O1 (stereo unspecified) | 0.1 | -7 | 2.8 | 2
COc1cc(C=O)ccc1OCC(=O)Nc1ccc(C)c(Cl)c1 | 0.1 | -23 | -0.2 | 13
O=c1c2ncccc2n(Cc2ccc(Cl)c(Cl)c2)c(=O)n1Cc1cccnc1 | 0.1 | -10 | 0.4 | 18

Carrying on.
SMILES | FBW7 activator | TEAD-YAP inh | GPR151 ag | MITF primary
COc1ccc(NC(NC(=O)OCC2CCCO2)C(Cl)(Cl)Cl)cc1[N+](=O)[O-] (stereo unspecified) | -0.1 | -2 | 0.8 | 3
Cc1cc(C)nc(NC(=O)NC23CC4CC(CC(C4)C2)C3)c1 | 0.0 | 3 | 0.9 | 0
Cc1onc(-c2ccccc2Cl)c1C(=O)Nc1ccc(F)c(Cl)c1 | 0.0 | -12 | 1.5 | -7
Cc1cc(C(=O)n2ccc(C(=O)N3CCCCC3)n2)ccc1[N+](=O)[O-] | 0.0 | -3 | 1.5 | -7
Cc1ccccc1C1=N/C(=C\c2ccc(Cl)cc2)C(=O)O1 | 0.0 | 3 | -0.1 | 4
Cc1cccc(NC(=O)C2C3C=CC4(O3)C2C(=O)N(C2CCCCCCC2)C4C(=O)NC2CCCCC2C)c1 (stereo unspecified) | 0.1 | 8 | -0.1 | 2
Cc1ccccc1OCC(=O)Nc1ccc(-c2cc3ccccc3oc2=O)c(C)c1 | 0.2 | 45* | -0.5 | 13
CCCOCc1ccc(O)c2ncccc12 | -1.8 | 22 | 0.0 | 81*
CN[C@@H]1[C@H](O[C@H]2[C@H](O[C@@H]3[C@@H](O)[C@H](O)[C@@H](N=C(N)N)[C@H](O)[C@H]3N=C(N)N)O[C@@H](C)[C@]2(O)CO)O[C@@H](CO)[C@H](O)[C@H]1O | 0.1 | · | -1.9 | -12
CC(C)NC(=O)[C@@H]1C[C@@H](NCc2ccc(F)cc2)CN1C(C)C | 0.0 | -4 | -0.4 | 10
Cc1nn2c(N(C)CCO)c3c(nc2c1-c1cccs1)CCC3 | 0.0 | -1 | -0.1 | -4
CCCn1c(SCC(=O)Nc2sc(C)c(C)c2C#N)nc2c1c(=O)n(C)c(=O)n2C | 0.2 | 4 | 0.9 | 28
COC(=O)Nc1ncc(CN2CCc3ccccc3C2)s1 | -0.1 | 1 | 0.6 | -2
COc1ccc(NC(=O)CSc2nc3c([nH]c4ccccc43)c(=O)n2C)c(OC)c1 | 0.5 | 3 | -1.4 | -3
CCc1nnc(NC(=O)CSc2nc3cc4c(cc3cc2CC)OCCO4)s1 | -0.1 | -4 | -1.2 | 0
CS(=O)(=O)N(CCc1ccccc1)CC(=O)N(Cc1ccccc1)Cc1ccccc1 | -0.1 | -11 | -1.2 | -10
C=CCOc1ccc(C2c3c(oc4ccccc4c3=O)C(=O)N2c2nncs2)cc1OC (stereo unspecified) | -0.1 | -4 | -0.6 | 18
CCCCOc1ccccc1C1CC(=O)Nc2cc(C)c(C)cc21 (stereo unspecified) | -0.1 | 4 | 1.1 | 12
CCN(CC)C1=C(C(=O)c2ccccc2)N(CC(=O)c2ccc([N+](=O)[O-])cc2)S(=O)(=O)c2ccccc21 | 0.1 | 0 | -0.5 | -6
CCC(C)NC(=O)C1CCCN1C(=O)Nc1ccc(OC)cc1 (stereo unspecified) | -0.1 | -7 | 0.8 | 8
COCCNC(=O)C(=O)N/N=C(\C)CC(=O)Nc1cc2oc3ccccc3c2cc1OC | 0.6 | -24 | -0.7 | 16
O=C(CCCCCn1nnc2ccccc2c1=O)N1CCN(C2CCCCC2)CC1 | 0.1 | 3 | -0.5 | 8
CN(C)CCNC(=O)c1ccc(-c2cnn3c(NCc4cccs4)ccnc23)cc1 | -0.2 | 0 | 0.2 | -17
CCOc1cc(NC(=O)CC)c(OCC)cc1NC(=O)/C=C/c1ccccc1 | 0.0 | -5 | 1.1 | 5
O=C(NCc1cn2ccccc2n1)Nc1ccc(Cl)cc1 | 0.2 | 5 | -1.3 | 13
Following part.
SMILES | FBW7 activator | TEAD-YAP inh | GPR151 ag | MITF primary
COc1ccccc1CN1CCC(Nc2nc(C(F)(F)F)cc(=O)[nH]2)CC1 | 0.0 | 1 | 1.1 | 5
Cc1cc(C(C)(C)C)oc1C(=O)N1CCC2(CC1)NC(=O)c1ccccc1O2 | -0.1 | 1 | 1.0 | 9
CC1CCCCC1NS(=O)(=O)c1ccc2[nH]c(=O)ccc2c1 (stereo unspecified) | -0.1 | -3 | 1.1 | -2
CC1Cc2nc(SCC(=O)c3ccccc3)n(-c3ccccc3)c(=O)c2S1 (stereo unspecified) | -0.3 | -1 | -0.2 | -9
CC1CCCC(C)N1C(=O)CSc1nnc2n(C)c(=O)c3ccccc3n12 (stereo unspecified) | 0.1 | 0 | -1.3 | -18
Cc1ccc2c(c1)C(c1c(C)n(C)n(-c3ccccc3)c1=O)(c1c(C)n(C)n(-c3ccccc3)c1=O)C(=O)N2 | 0.1 | 9 | -0.3 | 17
Cc1c[n+]2ccsc2n1CCCS(=O)(=O)O | 0.2 | 8 | 0.2 | 5
COCCNC(=O)CCC(=O)N1CCN(c2nc(C)cc(C)n2)CC1 | 0.1 | 8 | -0.1 | 13
COc1ccc(NC(=O)C2CC23CCN(Cc2cccc(OC)c2O)CC3)cc1Cl (stereo unspecified) | -0.1 | 4 | 0.4 | -3
CC1=NN(c2ccc(C)c(C)c2)C(=O)/C1=C/N1CCOCC1 | 0.1 | 21 | -5.6 | 0
Cc1cc(C(=O)CCl)c(C)n1C1CC1 | 0.0 | 0 | -0.5 | -8
Cc1cc(C(=O)N=c2sc3cc4c(cc3n2C)OCCO4)nn1C | -0.1 | 38* | -3.7 | 6
CCCCSc1nc2c(c(=O)n1C1CCOC(C)(C)C1)C1(CCCC1)Cc1ccccc1-2 (stereo unspecified) | -0.2 | 1 | 1.8 | 2
Fc1ccc(-c2cnc3ccc(NC4CCOCC4)nn23)cc1Cl | 0.6 | 44* | 0.5 | 7
Cc1ccc(NC2=NC(C(=O)Nc3ccc(F)c(Cl)c3)CC(=O)N2)cc1 (stereo unspecified) | 0.0 | 0 | -2.0 | 0
CCC(Sc1nncn1C)C(=O)Nc1cc(C)on1 (stereo unspecified) | 0.4 | -1 | -0.1 | 17
Cc1nc(NC(=O)c2cccs2)sc1C(=O)Nc1ccc2c(c1)OCCO2 | -0.1 | 2 | 3.1 | -5
Oc1ccc(Nc2ncnc3sc4c(c23)CCC4)cc1 | 0.1 | -24 | -1.4 | 4
CCCOC(=O)c1ccc(NC(=O)CCC)cc1 | 0.1 | -20 | 0.8 | -3
COC(=O)c1ccc2c(=O)n(CCc3ccc(S(N)(=O)=O)cc3)c(SCC(=O)Nc3ccccc3OC)nc2c1 | 0.4 | 3 | 1.6 | 3
O=C(NCCCN1CCCC1=O)c1csc(N2CCCC2CO)n1 (stereo unspecified) | -0.1 | 1 | -0.1 | -3
Cc1ccc2nc(NC(=O)OC(C)(C)C)sc2c1 | 0.3 | -54 | -0.7 | 22
O=C(COc1ccccc1N1CC(C(=O)O)CC1=O)Nc1ccc(Cl)cc1 (stereo unspecified) | 0.5 | 8 | 1.5 | 14
Cc1c(Cl)cccc1NC(=O)CSc1nc2ncccc2[nH]1 | 0.1 | -3 | 0.3 | 4
Clc1cc2nc(-c3ccccc3)c(-c3ccccc3)nc2cc1Cl | 0.0 | 1 | 1.7 | -8
(next part)
SMILES | FBW7 activator | TEAD-YAP inh | GPR151 ag | MITF primary
CC(C)NC(=O)c1nnc(Cc2cccc(Cl)c2)o1 | 0.0 | 5 | -0.6 | -8
CCOC(=O)c1c(N)sc(C(=O)OC(C)(C)C)c1C | 0.0 | -38 | 1.9 | -117
Cc1cc(C)nc(N/N=C/C2=C(N3CCOCC3)C(=C\c3ccc(Cl)cc3)/CC2)n1 | 0.0 | -1 | -1.6 | 8
CSC1=NCCN1C(=O)c1cccc([N+](=O)[O-])c1C | 0.1 | -1 | 0.4 | 8
Cc1ccc(N2C(=O)C(=O)/C(=C(\O)c3ccccc3)C2c2ccc(N(C)C)cc2)cc1 (stereo unspecified) | -0.1 | -10 | 0.7 | 9
CC(C)n1cnc2c(NCCOc3ccccc3)nc(Nc3cccc(N(C)C)c3)nc21 | 1.6 | 8 | -0.9 | 3
C=CCNc1nc(-c2cc3ccccc3oc2=O)cs1 | 0.4 | -22 | -2.5 | 0
CC1(C)CC(=O)C=C(NNC(=O)c2cc([N+](=O)[O-])cc([N+](=O)[O-])c2)C1 | -0.1 | 3 | 0.0 | 13
CN(C)C(=S)Nc1ccccc1C(=O)O | 0.0 | -5 | -1.6 | -2
CCCOC(=O)C1=C(C)NC(=O)NC1c1ccc(N(C)C)cc1 (stereo unspecified) | -0.1 | 4 | -0.7 | 5
COCCCNC(=O)c1sc2ncn(CC(=O)N3CCCCC3)c(=O)c2c1C | -0.2 | -1 | -0.6 | 11
COc1ccc(NC(=O)CCc2c(C)nc3nc(C)nn3c2C)cc1 | 0.9 | 2 | 0.0 | 13
CC(C)[C@H](NS(=O)(=O)c1ccccc1)C(=O)Nc1sccc1C(N)=O | 0.1 | -4 | 0.4 | -2

From PubChem

This is a random part of the collection, and some 3.4% of all compounds hit somewhere here.
